Screens (PubChem BioAssay)
HttQ103 aggreg = reduces HttQ103-GFP aggregates in PC12 cells; AID 1688; Potency, µM (series often up to 46.1 µM), without a hit: at the top dose activity change, negative = inhibition, actives largely listed as inhibitors; PC12 HttQ103-GFP aggregates, Acumen cytometry, 40 h; hit rate 1.1% among 220,000; further: on the % scale 0 is the no-effect control and ±100 the full control effect; nearly all actives have a fitted effect of over 60% in size
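Ecdysone-promoter PC12 model expressing HTT exon 1 Q103 fused to GFP, induced by tebufenozide at 100 nM final. Compounds titrated; aggregates sized 1–25 µm scored on a 488 nm laser cytometer.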
HTT ATP protect = Huntington cell model cytoprotection by ATP luminescence; PC12 HTT-Q103 induced, cytoprotection, ATP luminescence, 40 h; Potency, µM (doses to about 56.4 µM), for inactives: cytoprotection (ATP increase), most hits filed as activators; hit rate 0.14% among 230,000; AID 1471;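 further: % of control where 0% means no effect; nearly all actives have a fitted effect of over 45% in size; toxic huntingtin expression switched on by the ecdysone agonist tebufenozide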
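Stable PC12 Q103-GFP cells in serum-supplemented, phenol red-free DMEM; induction by tebufenozide at 100 nM final; compound dose series; cell viability quantified luminescently from ATP.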
Tau fibril FP = inhibitors of human tau fibril formation; K18 P301L tau heparin fibrillization, Alexa594 FP, 6 h; Potency, µM (titrated, usually from 57.7 µM), inactives show top-dose activity, negative = inhibition, most hits filed as inhibitors; hit rate 0.39% among 280,000; further: on the % scale 0 is the no-effect control and ±100 the full control effect; nearly all actives have a fitted effect of over 55% in size
Target sequence (P10636 561-689 P618L limits assumed): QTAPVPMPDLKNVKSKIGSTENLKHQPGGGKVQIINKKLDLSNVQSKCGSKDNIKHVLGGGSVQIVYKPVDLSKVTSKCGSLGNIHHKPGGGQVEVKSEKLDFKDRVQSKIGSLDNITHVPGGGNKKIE
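Heparin (20 uM) drove fibril formation of recombinant tau K18 P301L, 15 uM unlabeled with 0.24 uM Alexa 594 label, for 6 hr at 37 C in 100 mM sodium acetate pH 7. Fluorescence polarization (555/632 nm) read 1 hr after 30 uM ThT.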
Tau fluor counter = counter-screen for tau fibril formation inhibitors | hit rate 0.93% among 280,000 | Potency, µM (titrated, usually from 57.7 µM), without a hit: top-dose activity change, negative = decrease | AID 1463 | tau K18 P301L Alexa594 fluorescence, heparin fibrillization; further: on the % scale 0 is the no-effect control and ±100 the full control effect; nearly all actives have a fitted effect of over 55% in size
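Human tau K18 P301L (15 uM unlabeled, 0.24 uM Alexa 594-labeled) in 100 mM sodium acetate pH 7 with 20 uM heparin, 6 hr at 37 C. ThT 30 uM added, 1 hr ambient; Alexa 594 FP and total fluorescence read at 555/632 nm.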
Tau ThT inhib = tau fibrillization inhibition (ThT binding); P10636; recombinant tau K18 P301L, heparin-induced fibrillization, ThT fluorescence; Potency, µM (top dose mostly 57.4 µM), inactives show at the highest dose activity, negative = inhibition, actives largely listed as inhibitors; hit rate 2.1% among 270,000; AID 1460; further: on the % scale 0 is the no-effect control and ±100 the full control effect; nearly all actives have a fitted effect of over 55% in size
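Fibril formation assay: tau K18 P301L at 15 uM with trace Alexa 594 label, heparin inducer 20 uM, pH 7 sodium acetate buffer, 37 C for 6 hr; endpoint ThT signal.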
SMN2 splice enh = enhancers of SMN2 splice variant expression; Potency, µM (highest dose often 46.1 µM), inactives show at the top dose activity change, positive = activation, hits mostly activators; HEK293 SMN2-luciferase splicing reporter, luminescence, 30-36 h; hit rate 2.8% among 210,000; AID 1458; further: % of control where 0% means no effect; nearly all actives have a fitted effect of over 55% in size
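HEK293 cells carry an SMN2 minigene-luciferase reporter in which exon 7 inclusion puts luciferase in frame. Cells were seeded at 2000 cells/well, attached for 10-12 hours, then exposed to compounds for 30-36 hours at 37C before ONE-Glo luminescence.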
JMJD2E inh = JMJD2E (human) inhibition. B2RXH2. JMJD2E catalytic domain, FDH-coupled NADH fluorescence (FDH is formaldehyde dehydrogenase). Potency, µM (series often up to 57.1 µM), without a hit: at the top dose activity change, negative = inhibition, usual class: inhibitors. hit rate 1.6% among 230,000. AID 2147; active means well fitted inhibition curve with a large enough effect, not every such curve was filed as active; inconclusive means small, poorly fitted or top-dose-only effect, or another doubt; inactive means no such curve, though single readings can be large or run the other way;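 further: 0% = wells with enzyme and -100% = buffer wells without enzyme; nearly all actives have a fitted effect of over 50% in size; many of its hits are not listed in these tables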
Target sequence (B2RXH2 1-337 limits assumed): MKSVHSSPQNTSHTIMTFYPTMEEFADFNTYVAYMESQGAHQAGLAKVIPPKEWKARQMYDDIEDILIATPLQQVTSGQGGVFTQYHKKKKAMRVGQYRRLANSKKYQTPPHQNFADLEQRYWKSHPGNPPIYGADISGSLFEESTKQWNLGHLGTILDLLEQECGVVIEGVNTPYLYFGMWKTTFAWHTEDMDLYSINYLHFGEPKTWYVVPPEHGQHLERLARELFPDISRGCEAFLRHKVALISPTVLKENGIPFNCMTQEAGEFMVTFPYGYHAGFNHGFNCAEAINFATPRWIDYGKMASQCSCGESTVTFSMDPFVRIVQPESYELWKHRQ
ALDH1A1 inh = blocks purified human ALDH1A1 activity; P00352; Purified ALDH1A1, NADH fluorescence, propionaldehyde substrate; Potency, µM (titrated, usually from 75.3 µM), without a hit: top-dose activity, negative = inhibition, most hits filed as inhibitors; hit rate 7.3% among 220,000; AID 1030; active means well fitted inhibition curve with a large enough effect, not every such curve was filed as active; inconclusive means small, poorly fitted or top-dose-only effect, or another doubt; inactive means no such curve, though single readings can be large or run the other way;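 further: plate controls were no enzyme wells and a reference inhibitor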
Target sequence (P00352 whole entry, looked up): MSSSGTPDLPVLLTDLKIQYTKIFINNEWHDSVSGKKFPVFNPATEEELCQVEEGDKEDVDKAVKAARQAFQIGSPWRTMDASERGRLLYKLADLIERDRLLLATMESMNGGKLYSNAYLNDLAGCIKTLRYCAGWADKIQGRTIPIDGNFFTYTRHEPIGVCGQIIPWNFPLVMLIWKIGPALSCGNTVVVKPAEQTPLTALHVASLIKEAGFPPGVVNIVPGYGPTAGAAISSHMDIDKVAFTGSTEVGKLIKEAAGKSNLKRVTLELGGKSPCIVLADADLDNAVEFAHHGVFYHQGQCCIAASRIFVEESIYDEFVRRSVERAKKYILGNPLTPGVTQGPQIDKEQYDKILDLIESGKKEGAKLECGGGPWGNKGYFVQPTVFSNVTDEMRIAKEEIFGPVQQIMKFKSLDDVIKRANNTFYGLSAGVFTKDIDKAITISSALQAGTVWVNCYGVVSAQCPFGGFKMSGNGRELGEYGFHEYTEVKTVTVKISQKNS
Numbers without * were called inactive; [ ] = dose if it differs, or a comment. Unless noted, the call rests on the fitted dose curve; in most records, active means well fitted curve in the direction sought with a large enough effect; inconclusive means small, poorly fitted or top-dose-only effect, or another doubt; inactive means no such curve, though single readings can be large; an effect the other way counts as inactive or inconclusive. Potency means the concentration at half of the fitted maximal effect. These rows are one share of the data; count on the stated rates, not on these rows.

Screening CCCCNc1c2c3c(cccc3n(C)c1=O)C(=O)c1ccccc1-2 returned HttQ103 aggreg inconclusive, HTT ATP protect 10%[10 µM], Tau fibril FP 8%, Tau fluor counter -23%, Tau ThT inhib -14%, SMN2 splice enh -51%[inhibitor], JMJD2E inh -6% and ALDH1A1 inh 1%.
`O=S(=O)(NCc1ccccc1)c1cccc2cccnc12` gave HttQ103 aggreg -9%, HTT ATP protect 0%, Tau fibril FP -1%, Tau fluor counter -7%, Tau ThT inhib -10%, SMN2 splice enh 24%, JMJD2E inh 7% and ALDH1A1 inh 5%.
`CCn1c(=O)c(=O)[nH]c2cc(C(=O)Nc3ccc(S(=O)(=O)N4CCCC4)cc3)ccc21` gave HttQ103 aggreg 2%, HTT ATP protect 1%, Tau fibril FP 7%, Tau fluor counter -22%, Tau ThT inhib -6%, SMN2 splice enh -4%, JMJD2E inh inconclusive and ALDH1A1 inh -9%.
For O=C(NC(=O)N1CCN(c2ccc(F)cc2)CC1)c1ccccc1 the results were HttQ103 aggreg 6%, HTT ATP protect 5%, Tau fibril FP 2%, Tau fluor counter 2%, Tau ThT inhib 0%, SMN2 splice enh -8%, JMJD2E inh 2% and ALDH1A1 inh -1%.
Screening Cc1c(Cl)c(C(F)F)nn1CC(=O)NC1C(=O)N2C(C(=O)O)=C(CSc3nnnn3C)CSC12 (stereo unspecified) returned HttQ103 aggreg 18%, HTT ATP protect 0%, Tau fibril FP inconclusive, Tau fluor counter -4%, Tau ThT inhib inconclusive, JMJD2E inh -5% and ALDH1A1 inh -3%.
For CC(C)Cc1n[nH]c(=O)[nH]1 the results were HttQ103 aggreg 2%, HTT ATP protect 25%[0.074 µM], Tau fibril FP -4%, Tau fluor counter -5%, Tau ThT inhib -8%, SMN2 splice enh 2%, JMJD2E inh 0% and ALDH1A1 inh 11%.
For c1cncc(-c2nnc(-c3cccnc3)nn2)c1 the results were HttQ103 aggreg inconclusive, HTT ATP protect -123%[inhibitor][10 µM], Tau fibril FP inconclusive, Tau fluor counter -11%, Tau ThT inhib inconclusive, SMN2 splice enh -90%[inhibitor], JMJD2E inh inconclusive and ALDH1A1 inh 11µM*.
`CCOc1ccccc1NC(=O)c1c(NC(=O)Cc2ccc(OC)cc2)sc2c1CCC2` gave Tau fibril FP -5%, Tau fluor counter -2%, Tau ThT inhib 5% and SMN2 splice enh 4%.
COc1ccc2[nH]c3c(c2c1)CCN(C(=O)c1cccc(Cl)c1)C3c1ccc(F)cc1 (stereo unspecified) was read as Tau fibril FP -4%, Tau fluor counter inconclusive, Tau ThT inhib inconclusive and SMN2 splice enh inconclusive.
`CC(C)CCNC(=O)C(NS(=O)(=O)c1ccc2c(c1)c(=O)n(C)c(=O)n2C)c1ccccc1` (stereo unspecified) gave HttQ103 aggreg -17%, HTT ATP protect -9%, Tau fibril FP -8%, Tau fluor counter -13%, Tau ThT inhib -4%, SMN2 splice enh 6%, JMJD2E inh inconclusive and ALDH1A1 inh inconclusive.
For O=C(CSC1=NCCS1)Nc1ccc(S(=O)(=O)NC2CCCCC2)cc1 the results were HttQ103 aggreg -6%, HTT ATP protect 0%, Tau fibril FP -12%, Tau fluor counter inconclusive, Tau ThT inhib inconclusive, SMN2 splice enh 14%, JMJD2E inh -1% and ALDH1A1 inh inconclusive.
For Cc1ccc(CN2CC(C(=O)Nc3cc(S(C)(=O)=O)ccc3Cl)CC2=O)cc1 (stereo unspecified) the results were HttQ103 aggreg -14%, HTT ATP protect -127%[inhibitor], Tau fibril FP 6%, Tau fluor counter -12%, Tau ThT inhib -10%, SMN2 splice enh -15%, JMJD2E inh inconclusive and ALDH1A1 inh inconclusive.
`CCC(CC)NC(=O)/C=C/c1cccc([N+](=O)[O-])c1` gave HttQ103 aggreg -1%, Tau fibril FP 0%, Tau fluor counter -3%, Tau ThT inhib 2%, SMN2 splice enh 0%, JMJD2E inh 8% and ALDH1A1 inh -3%.
For O=C(c1cccs1)N1CCN(C(=O)N2CCOCC2)CC1 the results were HttQ103 aggreg 5%, HTT ATP protect 7%, Tau fibril FP -2%, Tau fluor counter 3%, Tau ThT inhib 2%, SMN2 splice enh 3%, JMJD2E inh 8% and ALDH1A1 inh -3%.
CCCOc1cccc(C2C(C(=O)c3cccs3)=C(O)C(=O)N2Cc2cccnc2)c1 (stereo unspecified) was read as HttQ103 aggreg 4%[9.22 µM], HTT ATP protect -10%[10 µM], Tau fibril FP 9%, Tau fluor counter -3%, Tau ThT inhib -2% and JMJD2E inh -1%.
`Fc1ccc(Nc2nc(-c3ccncc3)nc3ccccc23)cc1F` gave HttQ103 aggreg -7%, HTT ATP protect 3%[10 µM], Tau fibril FP inconclusive, Tau fluor counter -24%, Tau ThT inhib -7%, SMN2 splice enh -5%, JMJD2E inh -7% and ALDH1A1 inh 1%.
`CCOC(=O)c1ccc(NC(=O)Cn2nnc(-c3ccc(C(F)(F)F)cc3)n2)cc1` gave Tau fibril FP inconclusive, Tau fluor counter -24%, Tau ThT inhib -24% and SMN2 splice enh 2%.
`CCOc1ccc(OCc2ccc(C(=O)N3CCOCC3)cc2)cc1` gave HttQ103 aggreg -11%, HTT ATP protect 9%[10 µM], Tau fibril FP 4%, Tau fluor counter -5%, Tau ThT inhib inconclusive, SMN2 splice enh -10%, JMJD2E inh -1% and ALDH1A1 inh 3.5µM*.
`COc1ccccc1S(=O)(=O)c1ccccc1[N+](=O)[O-]` gave HttQ103 aggreg 3%, Tau fibril FP -1%, Tau fluor counter 3%, Tau ThT inhib 4%, SMN2 splice enh -2%, JMJD2E inh 2% and ALDH1A1 inh 3%.
`COc1ccc(/C=C/C(=O)OCC(=O)Nc2cc(C(F)(F)F)ccc2Cl)cc1` gave HttQ103 aggreg -3%, HTT ATP protect 11%[10 µM], Tau fibril FP -8%, Tau fluor counter 12%, Tau ThT inhib 7%, SMN2 splice enh 1%, JMJD2E inh -3% and ALDH1A1 inh -7%.
For CC1CCCN(CCCNC(=O)c2ccc3c(c2)N(Cc2ccc(Cl)cc2)C(=O)c2ccccc2S3(=O)=O)C1 (stereo unspecified) the results were Tau fibril FP -14%, Tau fluor counter inconclusive, Tau ThT inhib -5% and SMN2 splice enh -102%[inhibitor].
Screening c1cnc(N2CCN(Cc3ccc4c(c3)OCO4)CC2)cn1 returned HttQ103 aggreg -15%, HTT ATP protect -6%, Tau fibril FP 3%, Tau fluor counter -6%, Tau ThT inhib -7%, SMN2 splice enh -2%, JMJD2E inh inconclusive and ALDH1A1 inh -11%.
Screening S=C(NC1CCCCC1)NC1CC2CCC(C1)N2Cc1ccccc1 (stereo unspecified) returned HttQ103 aggreg 19%[9.22 µM], HTT ATP protect 30%[10 µM], Tau fibril FP 1%, Tau fluor counter -7%, Tau ThT inhib -3%, SMN2 splice enh -25%, JMJD2E inh -3% and ALDH1A1 inh inconclusive.
For CC(C)(C)c1nc2sc3c(c2c(=O)o1)CCCC3 the results were HttQ103 aggreg 4%, HTT ATP protect 10%[10 µM], Tau fibril FP -4%, Tau fluor counter -14%, Tau ThT inhib -13%, SMN2 splice enh 3%, JMJD2E inh 3% and ALDH1A1 inh 1%.
`COc1ccc(-n2c3c(cc(-c4nc(-c5ccc(Cl)cc5)cs4)c2=O)C(=O)CC(C)(C)C3)cc1` gave Tau fibril FP inconclusive, Tau fluor counter -21%, Tau ThT inhib -8% and SMN2 splice enh 19%.
`Clc1ccc([C@H](Cn2ccnc2)OCc2c(Cl)cccc2Cl)c(Cl)c1` gave HttQ103 aggreg 14%[20.6 µM], HTT ATP protect -40%[inhibitor][17.1 µM], SMN2 splice enh 6%[20.6 µM], JMJD2E inh 4%[25.5 µM] and ALDH1A1 inh -8%[20.9 µM].
`COc1ccc(CNC(=S)NCc2ccc(OC)cc2)cc1` gave HttQ103 aggreg 5%[9.22 µM], HTT ATP protect -23%, Tau fibril FP -10%, Tau fluor counter -17%, Tau ThT inhib -9%, SMN2 splice enh -6%, JMJD2E inh -3% and ALDH1A1 inh 20µM*.
C=C(C)CNC(=S)N1CCN(C(c2ccccc2)c2ccccc2)CC1 was read as HttQ103 aggreg inconclusive, HTT ATP protect -55%[inhibitor], Tau fibril FP inconclusive, Tau fluor counter -23%, Tau ThT inhib -6%, SMN2 splice enh -22%, JMJD2E inh 0% and ALDH1A1 inh inconclusive.
`COc1cc(C(=O)NC(=S)Nc2ccc([N+](=O)[O-])cc2C)cc(OC)c1OC` gave HttQ103 aggreg 24%, HTT ATP protect 8%[10 µM], Tau fibril FP -2%, Tau fluor counter -9%, Tau ThT inhib 1%, SMN2 splice enh -9%, JMJD2E inh -8% and ALDH1A1 inh 13µM*.
CC(C)N1C(=O)CCC1C(=O)NCc1ccco1 (stereo unspecified) was read as HttQ103 aggreg -6%, HTT ATP protect 17%, Tau fibril FP -4%, Tau fluor counter 0%, Tau ThT inhib -4%, JMJD2E inh 15% and ALDH1A1 inh 19%.
`O=C(COc1ccccc1Cl)NC(=S)Nc1cccc(NC(=O)c2ccccc2Cl)c1` gave HttQ103 aggreg -3%, HTT ATP protect -29%, Tau fibril FP inconclusive, Tau fluor counter -29%, Tau ThT inhib 3%, SMN2 splice enh inconclusive, JMJD2E inh 2% and ALDH1A1 inh inconclusive.
Cc1ccc(C)n1-c1nnc(N2CCC(C(=O)Nc3ccccc3Br)CC2)s1 was read as Tau fibril FP 4%, Tau fluor counter -12%, Tau ThT inhib -19% and SMN2 splice enh -8%.
Cc1cc(NC(=O)C2C3C(=O)N(c4cccnc4)C(C(=O)NC(C)(C)C)C34C=CC2(C)O4)no1 (stereo unspecified) was read as HttQ103 aggreg -9%[9.22 µM], HTT ATP protect 1%[10 µM], Tau fibril FP 4%, Tau fluor counter -4%, Tau ThT inhib -10%, JMJD2E inh -1% and ALDH1A1 inh -1%.
